VHR inh abs: inhibitors of human VHR1 phosphatase (DUSP3); P51452; recombinant VHR phosphatase, pNPP absorbance; inhibition, % at 13.3 µM; 0.52% of 290,000 active; in the data active = inhibition above about 50%; also: some compounds called inactive have numbers as strong as hits
Target sequence (P51452 whole entry, looked up): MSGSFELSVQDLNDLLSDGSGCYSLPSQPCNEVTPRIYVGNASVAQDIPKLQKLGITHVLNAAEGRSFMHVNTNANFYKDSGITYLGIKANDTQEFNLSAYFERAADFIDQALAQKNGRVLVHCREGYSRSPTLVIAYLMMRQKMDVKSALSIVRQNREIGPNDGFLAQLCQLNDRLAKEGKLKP
PriA SSB inh: K. pneumoniae PriA-SSBct interaction inhibition; 0.6% of 430,000 active; inhibition, % at 33 µM; AlphaScreen SSBct-PriA binding, biotinylated peptide; in the data active = inhibition mostly above about 37%, no sharp cut-off; inactive = mostly below about 20%;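 also: plate controls were negative control peptide for no effect and reference peptide for full effect; strong numbers were not always called active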
Anthrax LF prot: blocks Bacillus anthracis lethal factor protease | P15917 | 0.12% of 360,000 active | multiplex microsphere protease cleavage assay, LF | inhibition, % at 10 µM; in the data active = inhibition above about 30%; inconclusive = no clear call, values can overlap the other calls; also: plate controls were buffer without enzyme for full effect and enzyme alone for no effect
Target sequence (P15917 whole entry, looked up): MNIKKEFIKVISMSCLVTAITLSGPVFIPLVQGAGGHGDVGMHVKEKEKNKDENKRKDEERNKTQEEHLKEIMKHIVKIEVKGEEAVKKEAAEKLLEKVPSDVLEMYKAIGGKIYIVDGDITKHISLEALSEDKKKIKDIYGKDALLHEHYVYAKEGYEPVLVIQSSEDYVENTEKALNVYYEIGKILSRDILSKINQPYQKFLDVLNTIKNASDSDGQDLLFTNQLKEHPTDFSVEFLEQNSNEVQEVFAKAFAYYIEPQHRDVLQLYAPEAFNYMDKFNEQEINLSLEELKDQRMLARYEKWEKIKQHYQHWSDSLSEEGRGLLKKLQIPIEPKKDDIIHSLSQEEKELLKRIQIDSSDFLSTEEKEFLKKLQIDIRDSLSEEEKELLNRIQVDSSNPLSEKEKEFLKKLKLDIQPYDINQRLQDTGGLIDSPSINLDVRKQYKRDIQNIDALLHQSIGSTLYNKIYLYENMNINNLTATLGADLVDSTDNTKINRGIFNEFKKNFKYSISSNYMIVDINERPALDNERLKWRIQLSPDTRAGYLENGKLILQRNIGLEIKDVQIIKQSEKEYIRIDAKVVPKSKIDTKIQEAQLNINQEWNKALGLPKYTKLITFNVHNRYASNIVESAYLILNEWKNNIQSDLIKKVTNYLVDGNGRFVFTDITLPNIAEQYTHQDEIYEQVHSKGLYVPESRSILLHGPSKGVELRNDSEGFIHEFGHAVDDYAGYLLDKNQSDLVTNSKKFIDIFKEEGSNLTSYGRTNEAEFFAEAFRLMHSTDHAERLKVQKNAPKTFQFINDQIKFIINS
BH1578 lux ind: quorum light induction in luxS cqsA deficient V. cholerae; V. cholerae BH1578 lux reporter, luminescence, 6 h; activation, % at 18.7 µM; 0.16% of 350,000 active; in the data active = activation mostly above about 9.7%, no sharp cut-off; inconclusive = no clear call, values can overlap the other calls; inactive = mostly below about 3.7%; also: not every result past the cut was called active; inactives centre near 0; reference of the scale not given here
Rv3671c inh: Rv3671c (M. tuberculosis) protease inhibition. inhibition, % at 5.96 µM. AID 2606. 0.048% of 320,000 active. P9WHR9; in the data active = inhibition above about 38%;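 also: extracellular domain of Rv3671c used as enzyme; 0% = enzyme with DMSO and 100% = no enzyme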
PfHsp40 yeast: compounds rescuing yeast from Plasmodium falciparum HSP40 toxicity. S. cerevisiae expressing PfHsp40, growth rescue, ATP luminescence. growth rescue, % at 12.5 µM. 0.68% of 340,000 active; in the data active = growth rescue above about 28%, passing the limit was not always enough; inconclusive = no clear call, values can overlap the other calls;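 also: yeast W303a lacking pdr1 and pdr3 grown in galactose medium; growth measured after three days at 30 °C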
Y pestis TopoI: Y. pestis Topo-I inhibition via cleavage products. Y. pestis Topo-I cleavage product accumulation, plate reader. activity, % at 10 µM. 0.064% of 360,000 active; in the data active = activity above about 50%, passing the limit was not always enough; inconclusive = no clear call, values can overlap the other calls; also: inactives centre near 2
TcdB GH inh: inhibitors of Clostridioides difficile toxin B glycohydrolase; P18177; TcdB glycohydrolase enzymatic assay, plate reader; inhibition, % at 9.99 µM; 0.24% of 350,000 active; in the data active = inhibition above about 10%
SARS 3CLpro inh: SARS-CoV 3CLpro protease inhibition; AID 1706; recombinant SARS-CoV 3CLpro, quenched FRET peptide cleavage; P0C6X7; inhibition, % at 6 µM; 0.14% of 290,000 active; in the data active = inhibition above about 12%
MazF activator: activators of E. coli MazEF toxin-antitoxin RNase; P0AE70; FAM/BHQ RNA-DNA oligo cleavage fluorescence, 5 h; activation, % at 20 µM; 0.32% of 350,000 active; in the data active = activation above about 50%
The depositor's hits bear a star; i = inactive; ? = inconclusive; / = no result given; & = joins results of further samples. A portion of the library; the hit share may differ from the screen's.

Order of values: VHR inh abs | PriA SSB inh | Anthrax LF prot | BH1578 lux ind | Rv3671c inh | PfHsp40 yeast | Y pestis TopoI | TcdB GH inh | SARS 3CLpro inh | MazF activator
[1] O=C(COC(=O)C1CC1)c1c[nH]c2ccccc12
→ -2 | 0 | -16 | i | -3 | 21 | -2 | / | -5 | 0
[2] COc1ccc(Cc2nnc(NS(C)(=O)=O)s2)cc1
→ 11 | 4 | -1 | -0.3 | 1 | 0.7 | -9 | -1.0 | 5 | 6
[3] CN(C)CCCN(C(=O)c1ccc([N+](=O)[O-])s1)c1nc2cc3c(cc2s1)OCCO3
→ 18 | 4&17 | 0 | 5.0 | -4 | 5.2 | -29 | -0.1 | -1 | 29
[4] CC1CC(C)CN(C(=O)CNC(=O)c2sc3ccccc3c2Cl)C1 (stereo unspecified)
→ / | -10 | 2 | -0.4 | -2 | 1.7 | 29 | 1.6 | / | 0
[5] Cc1cc(C)c(NC(=O)COC(=O)Cc2ccsc2)c(C)c1
→ 1 | -14 | 0 | -0.2 | 1 | 0.9 | -6 | / | 1 | 7
[6] COC(=O)N(c1ccccc1)P1(=S)OCCO1
→ 9 | -12 | 3 | 2.6 | 0 | 0.5 | -6 | / | -4 | -6
[7] O=C(NCCCN1CCOCC1)c1ccc(/C=C2\Oc3ccccc3N(Cc3ccccc3F)C2=O)cc1
→ -15 | -6 | 0 | -0.3 | -61 | -0.8 | 4 | -0.4 | -3 | 0
[8] Cc1cc(C)n2c(SCc3c(C)noc3C)nnc2n1
→ -3 | -7 | -3 | -0.3 | 1 | 1.2 | -9 | / | 1 | 5
[9] CCC(=O)c1ccc(OCC(O)Cn2nc(C)c(Br)c2C)cc1 (stereo unspecified)
→ 10 | -2 | -4 | i | 0 | 2.3 | 15 | -13 | -1 | 1
[10] COc1ccccc1C(=O)Nc1nc(C)cc(C)n1
→ / | 9 | / | -0.4 | 1 | / | -7 | 0.0 | / | 6
[11] O=C(NCc1cccs1)N[C@@H](Cc1ccccc1)C(=O)O
→ -6 | -2 | 2 | i | 3 | -0.9 | 0 | 0.7 | -8 | 3
[12] O=C(NCc1ccco1)C1CCCN(c2nnc(-n3cccc3)s2)C1 (stereo unspecified)
→ 38 | 2 | -3 | 0.1 | -9 | -0.9 | 4 | 2.1 | -4 | 2
[13] COc1ccc2[nH]c(=O)c(CNc3ccc(C)c(C)c3)cc2c1
→ 15 | -9 | -4 | 17* | -4 | 0.1 | -4 | / | -1 | 7
[14] CCN(CC)S(=O)(=O)c1cc(NC(=O)C2CCN(c3ncnc4sc(C)c(C)c34)CC2)ccc1Cl
→ / | 3 | -2 | -0.9 | -97 | ? | 24 | 1.4 | / | -17
[15] O=C(CCN1CCCCC1)NCNC(=O)CCN1CCCCC1
→ 3 | 16 | -1 | -0.3 | -1 | -0.2 | 7 | / | -2 | 0
[16] CC(=O)Nc1ccccc1OCc1nnc(-c2cccs2)o1
→ -5 | -11 | -4 | i | -2 | 1.1 | 4 | / | 7 | 4
[17] CC[C@H]1CC2CN3CCc4c([nH]c5ccccc45)C(C(=O)OC)(C2)C13 (stereo partly specified)
→ / | 10 | -16 | -0.3 | -3 | / | 9 | / | / | 1
[18] O=C(C1CCCN(c2ncnc3c2nc2n3CCCCC2)C1)N1CCN(c2ccc(Cl)cc2)CC1 (stereo unspecified)
→ 13 | 0 | 0 | -6.7 | -1 | -1.4 | 16 | 0.7 | 7 | 6
[19] c1ccc(C[C@H]2CN=C(Nc3ccccc3)N2CCCC2CCCCC2)cc1
→ / | 7 | 1 | 7.4 | -2 | -0.6 | 7 | 0.6 | / | 5
[20] O=C(c1cc(-c2cccs2)on1)N1CCCc2ccccc21
→ 2 | -14 | 9 | / | 3 | 0.9 | 27 | 1.9 | 1 | 9
[21] CCOC(=O)C1CCN(C(=O)COC(=O)/C=C/c2ccccc2)CC1
→ / | -8 | / | i | 4 | -1.0 | 2 | 1.7 | / | -6
[22] CCN(CC)CC(C)OC(=O)c1ccccc1Cl (stereo unspecified)
→ 2 | 1 | -1 | -1.3 | -5 | -1.2 | -1 | 0.6 | 1 | 7
[23] Cc1ccc(S(=O)(=O)NC(Cc2c[nH]c3ccccc23)C(=O)O)cc1 (stereo unspecified)
→ / | -1 | 2 | i | -7 | -0.4 | -5 | / | -9 | 0
[24] O=C(CCSCc1ccc(Cl)cc1)NCCc1ccccc1
→ 13 | -12 | -2 | i | 3 | 9.6 | 16 | 1.5 | -7 | -5
[25] COc1ccc(N(C)S(=O)(=O)c2cccc(C(=O)Nc3ccc4c(c3)OCCO4)c2)cc1
→ 23 | -8 | 2 | i | -5 | 9.9 | 22 | 0.3 | 9 | -6
[26] O=C(NCc1nnc(SCC(=O)N2CCN(c3ccccc3)CC2)o1)c1ccccc1
→ 24 | -16 | -2 | i | 2 | -0.4 | 6 | 1.0 | 0 | 4
[27] CC(c1nc2ccccc2o1)N1C(=O)c2ccccc2C1=O (stereo unspecified)
→ 16 | -16 | 3 | i | 4 | -0.6 | 13 | / | 3 | 3
[28] CCOC(=O)c1cccc(NS(=O)(=O)c2c(C)[nH]c(=O)[nH]c2=O)c1
→ 7 | -11 | -10 | i | 10 | 0.4 | 3 | / | 0 | -2
[29] COc1ccccc1C(=O)N1[C@@H](C(C)C)COc2cc(Br)ccc2S1(=O)=O
→ / | 7 | 1 | -0.7 | / | 0.2 | 6 | 0.7 | / | -1
[30] CCN(CC)C(=O)CSc1nc2cc(S(=O)(=O)N3CCOCC3)ccc2n1CC
→ 14 | 0 | -3 | -0.3 | 0 | 1.0 | -8 | 1.0 | 0 | 7
[31] CS(=O)(=O)Nc1nnc(SCC(=O)Nc2cccc([N+](=O)[O-])c2)s1
→ -2 | -6 | 0 | i | -4 | -0.3 | -1 | -1.7 | 4 | 0
[32] C[C@H]1CN(Cc2ccccc2)C(=O)[C@@H]1CC(=O)Nc1ccccc1
→ / | / | -3 | -0.3 | / | / | -6 | 0.9 | / | 2
[33] CCOC(=O)c1c(C)[nH]c(C(=O)OCC(=O)Nc2ccc(OC)c(Cl)c2)c1C
→ 6 | -11 | -8 | -0.5 | -9 | 0.1 | 1 | / | -6 | 24
[34] O=C(CSc1nncs1)NCc1ccc(F)cc1
→ 26 | -14 | -1 | -0.6 | 1 | -1.1 | 4 | 1.1 | 4 | 0
[35] COc1ccc(C)cc1NC(=O)C(Sc1nnc2ccccn12)c1ccccc1 (stereo unspecified)
→ 8 | -1 | -1 | 1.4 | -1 | 0.7 | 18 | / | 4 | -3
[36] CCOc1ccc(CCNC(=O)c2cccc(NC3=NC4CS(=O)(=O)CC4S3)c2)cc1OCC (stereo unspecified)
→ -6 | -6 | -11 | -0.4 | 4 | -1.7 | -2 | -5.3 | -1 | 6
[37] O=C(NC(NCc1ccccc1)C(Cl)(Cl)Cl)c1cccnc1 (stereo unspecified)
→ 6 | -10 | 2 | i | 4 | -0.8 | 3 | / | -2 | 3
[38] COCCN(C(=S)Nc1ccc(OC)cc1)C1CCN(C(C)C)CC1
→ -13 | -3 | -1 | 1.4 | 6 | -1.0 | 0 | / | 0 | -2
[39] CC(=O)NC(=S)Nc1ccc(-c2nc3ccc(C)cc3s2)cc1
→ 24 | -16 | -16 | i | -5 | -1.0 | 5 | 1.3 | -2 | -17
[40] O=C(O)CCn1c(=S)oc2ccccc21
→ 13 | -6 | 0 | i | 2 | -0.9 | 2 | / | 2 | -2
[41] O=C(Nc1ccc(F)cc1F)c1cccc(S(=O)(=O)N2CCCCC2)c1
→ / | -15 | 0 | i | 8 | -0.1 | 11 | 1.2 | / | 5
[42] Cc1cccc(N2CN=C3SCC(=O)N3C2)c1
→ 13 | -3 | / | i | 6 | 2.2 | -2 | 0.2 | 1 | 0
[43] O=C(c1ccccc1Cc1ccccc1)N1CCN(S(=O)(=O)c2ccccc2F)CC1
→ / | -3 | 2 | i | -9 | 1.2 | 17 | -0.2 | / | 0
[44] Cc1ccc(/C=N/NC(=O)c2nc3nc(C)cc(C)n3n2)cc1
→ -4 | / | 0 | -0.3 | -6 | -0.5 | -2 | 0.1 | -1 | 2
[45] COc1cccc(CN2CCN(c3cccc(C(F)(F)F)c3)CC2)c1OC
→ 4 | -40 | -5 | i | 7 | 1.6 | 33 | / | 2 | -8
[46] COC1(C2=NCCN2)COc2ccccc2O1 (stereo unspecified)
→ / | -6 | -3 | -0.6 | 0 | -1.2 | 2 | 1.1 | / | -2
[47] O=C1c2ccccc2C(=O)N1CCC(=O)N1CCCc2ccccc21
→ -2 | -4 | -4 | / | 3 | 1.9 | 1 | / | -5 | -2
[48] COc1ccc(NC(=O)c2ccco2)cc1NC(=O)c1ccc(C#N)cc1F
→ 12 | 9 | -2 | 0.2 | 0 | -0.7 | -1 | -1.7 | 5 | -4
[49] Cc1cccc(NC(=S)N/N=C/c2cccc([N+](=O)[O-])c2)c1
→ 10 | / | -2 | i | -12 | 0.0 | -5 | / | -1 | 58*
[50] O=C(Nc1nnc(SCc2ccc(Cl)cc2Cl)s1)C1COc2ccccc2O1 (stereo unspecified)
→ 35 | 3 | -2 | i | -18 | 0.4 | 2 | / | 2 | -5
[51] COc1cc(Cl)c(C)cc1NC(=O)c1ccc(NS(=O)(=O)c2ccc(F)c(F)c2)cc1
→ -11 | -6 | -2 | 0.1 | 6 | 0.9 | 0 | -0.7 | 4 | 10
[52] O=C(CN1C(=O)NC2(CCCC2)C1=O)Nc1nc(-c2ccccc2)cs1
→ / | 1 | / | -0.9 | 6 | -1.1 | ? | 1.5 | / | -2
[53] Cc1noc(C)c1COC(=O)COc1cccc2c1OC(C)(C)C2
→ 14 | -10 | -3 | 1.4 | -3 | 5.3 | -3 | / | 3 | -7
[54] O=C(C(=O)N1CCN(c2ccccc2F)CC1)c1c[nH]c2ccccc12
→ 8 | 9&0 | -3 | i | 5 | 0.9 | 5 | 1.1 | -7 | 7
[55] CC1CCCCC1NC(=O)COC(=O)c1ccc(S(=O)(=O)NCc2ccco2)cc1 (stereo unspecified)
→ -17 | -2 | -7 | -12 | -4 | 1.4 | 11 | / | -5 | 5
[56] C=CC[C@H](CC(=O)OC(C)(C)C)C(=O)OC[C@H]1CCCN1C(=O)[C@@H](CC=C)CC(=O)N(CCO)Cc1ccccc1
→ / | -10 | 3 | 0.8 | 8 | 3.9 | 46 | 0.0 | / | -6
[57] COc1cccc(C(=O)NC(=O)Nc2cc(C)on2)c1
→ 16 | 1 | -4 | -0.1 | -2 | -0.7 | -3 | 2.5 | -1 | 1
[58] O=C(c1ccc(Cl)s1)N1CCCC(N2CCN(c3ccc(F)cc3)CC2)C1 (stereo unspecified)
→ -2 | 7 | -4 | -5.3 | 5 | 0.5 | 38 | 1.7 | -4 | 1
[59] CCCCC[n+]1ccn(-c2nc3ccccc3nc2[N-]S(=O)(=O)c2ccccc2)c1
→ -34 | 4 | 4 | -0.6 | -1 | -0.1 | -6 | 0.2 | -5 | -4
